Screening results (PubChem BioAssay)
HTRA1 inhibitor – HTRA1 (human) protease inhibition | Q92743 | recombinant HTRA1, FP-rhodamine activity-based probe, fluorescence polarization | inhibition, % at 5.96 µM | hit rate 0.5% among 340,000; in the data active means inhibition above about 36%;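 further: 0% = enzyme with DMSO and 100% = wells lacking enzyme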
UHRF1 MBD2 ctr – human UHRF1 methylated DNA binding inhibitors; Q96T88; UHRF1 binding to methylated oligo, TR-FRET; inhibition, % at 4.4 µM; hit rate 0.75% among 370,000; in the data active means inhibition above about 21%;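 further: UHRF1 SRA domain binding a hemimethylated CpG hairpin DNA probe; 0% = median of test compound wells and 100% = reference inhibitor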
Target sequence (Q96T88 whole entry, looked up, the tested form may be a part): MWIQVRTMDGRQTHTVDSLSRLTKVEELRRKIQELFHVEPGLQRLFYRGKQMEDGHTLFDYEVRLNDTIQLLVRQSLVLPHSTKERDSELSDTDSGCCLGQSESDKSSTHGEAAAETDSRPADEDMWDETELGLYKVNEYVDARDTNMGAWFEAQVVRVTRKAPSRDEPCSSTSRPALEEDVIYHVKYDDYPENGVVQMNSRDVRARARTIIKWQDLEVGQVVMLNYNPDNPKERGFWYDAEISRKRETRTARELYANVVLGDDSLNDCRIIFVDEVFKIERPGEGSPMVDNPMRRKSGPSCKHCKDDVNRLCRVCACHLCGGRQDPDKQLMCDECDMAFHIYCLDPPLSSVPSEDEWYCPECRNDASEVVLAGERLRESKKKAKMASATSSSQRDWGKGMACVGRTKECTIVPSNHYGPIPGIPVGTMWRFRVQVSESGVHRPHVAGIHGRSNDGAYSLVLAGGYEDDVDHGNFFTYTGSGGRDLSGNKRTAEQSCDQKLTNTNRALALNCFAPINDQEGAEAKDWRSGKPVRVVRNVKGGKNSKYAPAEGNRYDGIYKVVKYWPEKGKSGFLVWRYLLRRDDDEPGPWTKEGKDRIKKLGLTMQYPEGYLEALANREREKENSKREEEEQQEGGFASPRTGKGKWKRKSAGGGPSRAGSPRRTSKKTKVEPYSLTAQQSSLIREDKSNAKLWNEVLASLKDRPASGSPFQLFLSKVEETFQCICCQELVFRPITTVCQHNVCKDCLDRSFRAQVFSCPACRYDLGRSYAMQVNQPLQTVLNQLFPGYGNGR
GC-A act – GC-A (human) enzyme activation; HEK293 GC-A cells, cGMP TR-FRET, EC30 ANP; 0% at EC30 ANP, 100% saturating ANP; activation, % at 10 µM; hit rate 0.14% among 370,000; AID 1671463; in the data active means activation above about 40%
GC-B act – GC-B (human) receptor activation | P20594 | HEK293-GC-B cells, CNP EC30, cGMP TR-FRET; 0% at EC30 CNP, 100% saturating CNP | activation, % at 10 µM | hit rate 0.11% among 370,000 | AID 1920062;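 active means activation at 10 µM reaching about 35% in either raw or pattern-adjusted values, limit read from the data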
PRMT1 FP inh – blocks human protein arginine methyltransferase 1; Q99873; hit rate 1.3% among 370,000; AID 652257; recombinant PRMT1, activity-based probe fluorescence polarization; inhibition, % at 2.79 µM;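 active means inhibition above about 21% made by adding two undisclosed values, limit read from the data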
mABHD4 FP – ABHD4 (mouse) inhibition, primary FP screen. Q8VD66. purified mABHD4, FP-Rh probe fluorescence polarization. inhibition, % at 8.92 µM. hit rate 0.54% among 370,000;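 active means inhibition exceeding the mean over every tested compound plus 3 SD, cut at about 30% in these data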;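 further: 0% = plate median of compound wells and 100% = S159A mutant with DMSO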
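Assay system: mouse ABHD4 enzyme, wild type / Also added: fluorescent activity-based probe FP-Rh / Doses: single nominal dose of 8.92 µM, 0.89% DMSO final / Timing: 45 min compound pre-incubation plus 60 min probe step, 25 °C / Signal: FP readout, ex 525 nm / em 598 nm / Control set: S159A mutant/DMSO as 100%, compound-well median as 0%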
rCAG binder – molecules binding r(CAG) RNA repeats; r(CAG) RNA repeat, TO-PRO-1 dye displacement fluorescence; inhibition, % at 3 µM; hit rate 1.3% among 370,000; AID 651821;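 active means inhibition above the plate cutoff, the mean of all test compounds on that plate plus 3 SD, cut at about 35% in these data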;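 further: 0% = DMSO alone and 100% = 100 µM mitoxantrone as full dye displacement; higher means more dye released from RNA so lower well fluorescence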
SIAE inh – blocks human sialic acid acetylesterase; Q9HAT2; SIAE FP-Rh probe binding, fluorescence polarization; inhibition, % at 9.66 µM; hit rate 0.69% among 370,000; AID 1053197;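 active means inhibition above a cutoff: mean of compounds within the control limits plus 3 SD of those, cut at about 17% in these data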;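 further: 0% = plate median of compound wells and 100% = probe without SIAE protein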
MBD2 inh – blocks human MBD2 binding to methylated DNA. hit rate 0.31% among 370,000. TR-FRET, MBD2 binding to methylated oligonucleotide. AID 686964. inhibition, % at 4.4 µM. Q9UBB5; in the data active means inhibition above about 13%
TCR-CD3 inh – inhibitors of human TCR-CD3 interaction; TAMRA-labeled TCR probe fluorescence, biochemical; inhibition, % at 9.4 µM; hit rate 0.37% among 360,000; in the data active means inhibition above about 19%;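 further: recombinant mutant TCR 2C K166C tagged with TAMRA read by polarization; 0% = receptor in buffer alone and 100% = receptor with positive control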
Active calls of the source: *; · = not tested or not shown.

Second line of a record – HTRA1 inhibitor | UHRF1 MBD2 ctr | GC-A act | GC-B act | PRMT1 FP inh | mABHD4 FP | rCAG binder | SIAE inh | MBD2 inh | TCR-CD3 inh
> Cc1c(OC(C)C(=O)NCc2ccccn2)ccc2c3c(c(=O)oc12)CCCC3 (stereo unspecified)
  -9 | -3 | 3 | -6 | -1 | 1 | -6 | -1 | -7 | 11
> O=C(Nc1cccc(-c2cc3ccccc3oc2=O)c1)c1ccc(Br)o1
  -68 | 0 | 11 | 0 | 1 | -30 | 12 | -52 | 2 | -7
> COCCCNC(=O)CN(C1CCCCC1)S(=O)(=O)c1ccc(C)cc1
  -6 | -1 | 0 | -7 | 3 | 2 | -10 | 2 | -1 | -5
> Cc1ccc(S(=O)(=O)N2CCCC(C(=O)NCC3COCCO3)C2)cc1 (stereo unspecified)
  4 | -2 | 4 | -7 | 3 | 5 | 1 | 0 | 2 | 2
> CC[n+]1c(/C=C/c2cc([N+](=O)[O-])ccc2O)ccc2ccccc21
  30 | -7 | 1 | 1 | -2 | 9 | 9 | 9 | -8 | 1
> Cc1cccc(NC(=O)COC(=O)CN2C(=O)C3CCCCC3C2=O)c1C (stereo unspecified)
  3 | -1 | 3 | 4 | 0 | 1 | 1 | 1 | 0 | -4
> O=C(CSc1nc2[nH]ncc2c(=O)[nH]1)c1ccc(Cl)cc1
  · | 4 | -7 | -8 | -1 | 3 | -1 | -2 | -4 | -4
> Fc1ccc(-c2ccc(Nc3cccc(F)c3)nn2)cc1
  -5 | 1 | -4 | -2 | 0 | 5 | 2 | -9 | -1 | 3
> CN(CC(=O)NCc1ccc(Cl)cc1)S(=O)(=O)c1cccs1
  4 | 1 | -3 | 5 | 4 | 8 | -2 | 3 | 5 | -3
> CCCn1cnc2cc(NC(=O)c3cccs3)ccc21
  0 | -1 | -1 | -4 | 0 | -2 | -5 | 2 | 2 | -4
> CCOC(=O)C1=CN(C(C)C)CCC1=O
  4 | 2 | 3 | -2 | 1 | 13 | 3 | -5 | -2 | 4
> Cc1ccc(S(=O)(=O)c2c(C)cc(C)nc2Cl)c(C)c1
  -5 | 0 | 1 | 0 | -1 | -6 | -5 | -3 | -1 | 9
> CN(C)S(=O)(=O)c1ccc(Cl)c(C(=O)NC2CCN(Cc3ccccc3)C2)c1 (stereo unspecified)
  0 | -2 | -3 | 2 | -1 | -4 | -1 | -6 | -1 | 6
> COCCCNC(=O)c1sc2ncn(CC(=O)Nc3ccc(C)c(Cl)c3)c(=O)c2c1C
  -13 | -2 | 2 | 2 | 1 | -5 | 10 | -14 | 1 | 5
> O=C(CN1CCN(c2ccccc2O)CC1)NC(=O)NC1CCCC1
  0 | 0 | 2 | 5 | 0 | 4 | -5 | 10 | 5 | -2
> O=C1NC(=Nc2ccccc2)S/C1=C\c1cccn1-c1ccccc1
  -15 | -2 | 0 | 2 | 0 | -16 | 13 | -3 | -3 | 1
> Cc1nc(COC(=O)c2c(C)nn(-c3ccccc3)c2C)cs1
  -8 | 2 | -1 | -5 | -2 | 3 | 0 | 11 | -3 | 3
> N#CCCN(C(=O)COc1ccc(F)cc1Br)c1ccccc1F
  -3 | 1 | -6 | -9 | 5 | -5 | -6 | -1 | -4 | -6
> CSc1nnc(Cn2c(=O)sc3ccccc32)n1-c1cccc(Cl)c1
  -4 | -2 | -14 | -1 | -4 | -2 | -5 | 8 | -1 | 6
> CC(C)c1ccc(C(=O)N2CCCN(C(=O)c3ccc(C(C)C)cc3)CC2)cc1
  -2 | -3 | 3 | 1 | -1 | -4 | -1 | 5 | -4 | -6
> COC(=O)Cn1cnc2c(nnn2-c2ccc(F)cc2)c1=O
  1 | 7 | 0 | 0 | 8 | -14 | 1 | 2 | 1 | -6
> COc1ccc(C(=O)Nc2nc(C)c(C(C)=O)s2)cc1S(=O)(=O)N1CCOCC1
  3 | 1 | 24 | -7 | 2 | -1 | 0 | 8 | 6 | -11
> COc1ccc(Br)cc1S(=O)(=O)n1ccnc1C
  4 | 3 | 5 | 6 | -1 | -2 | 1 | -3 | -1 | 10
> CCc1ccccc1NC(=O)c1ccc([N+](=O)[O-])s1
  4 | 3 | -1 | -4 | 2 | 0 | -1 | -8 | 4 | -8
> CN(C)c1ccc(CNC(=O)CN(C)S(=O)(=O)c2cccc3cccnc23)cc1
  2 | -3 | 0 | -6 | 1 | 5 | 7 | 7 | -2 | 5
> O=C(CNC(=O)/C=C/c1ccco1)N=Nc1c(O)[nH]c2ccccc12
  4 | 53* | -11 | -7 | 19 | 14 | 35* | 6 | 30* | 29*
> O=C(Nc1ccc2nc3n(c(=O)c2c1)CCCCC3)C(=O)N1CCN(c2ccccc2)CC1
  -4 | -1 | -3 | 0 | -3 | -9 | 0 | -2 | -3 | 0
> CCOc1ccc(N2C(=O)CC(NCC3CCCO3)C2=O)cc1 (stereo unspecified)
  -4 | 4 | 5 | 2 | 80* | -9 | 4 | 2 | 13 | -5
> Cc1nn(CC(=O)NCC(C)c2ccccc2)c(=O)c2cccn12 (stereo unspecified)
  5 | 2 | 5 | 3 | 1 | 5 | 0 | 3 | 2 | 0
> CC(O)[C@H]1CNC(=O)C(=O)N1CCc1cccc2ccccc12 (stereo partly specified)
  2 | -2 | 0 | 6 | 0 | 1 | 0 | 0 | -6 | 8
> N#Cc1ccc(CSc2nnc(-c3cccc(S(=O)(=O)N4CCCCC4)c3)o2)cc1
  5 | -1 | -2 | 7 | 0 | -1 | 1 | 5 | -5 | 2
> CC(C)C[C@@H]1COc2cc(N3CCCC3)ccc2S(=O)(=O)N1
  · | 5 | 3 | 6 | 2 | 7 | 3 | 2 | 5 | -5
> COc1ccc(-c2nc(-n3c(C)c(C(C)=O)c(C(C)=O)c3C)sc2C)cc1
  -1 | -1 | -3 | 6 | 0 | 1 | -9 | 3 | 2 | 3
> O=C(c1cccc(F)c1)N1CCCc2ccccc21
  2 | -1 | 3 | 0 | -3 | -1 | -3 | -2 | 1 | 3
> COc1ccc(C(=O)c2ccc(N(C)C)cc2)c(OC)c1
  -3 | 2 | 2 | 3 | -2 | 5 | -1 | 8 | 0 | 8
> Cc1c(-c2ccccc2)c(P(=O)(N2CCOCC2)N2CCOCC2)c2ccccn12
  5 | 1 | -2 | 3 | 2 | 9 | 1 | 0 | -2 | 1
> CCOC(=O)N1CCC(NC(=O)c2cnn3c(C(F)(F)F)cc(-c4cccc(OC)c4)nc23)CC1
  · | -2 | · | · | -5 | -15 | -1 | 0 | 2 | -2
> O=C(Nc1ccon1)c1ccccc1F
  4 | -1 | 5 | 2 | 1 | 4 | -1 | 8 | 13 | -5
> COc1ccc(CCNC(=O)C(=O)NCc2ccc(Cl)cc2)cc1OC
  4 | 1 | -4 | -3 | 0 | 3 | -5 | 0 | -1 | -8
> O=C(NCc1ccccc1)O[C@H]1CC[C@@]23CCCN2C(=O)CCC[C@H]3C1
  · | 1 | 2 | -1 | -2 | 0 | · | 3 | 0 | ·
> CCCCNC(=O)C[C@H]1C[C@@]2(C(=O)OC)C(=C[C@H](COCc3ccccc3)O[C@@H]2C)N(Cc2ccc(Cl)cc2Cl)C1=O
  · | 2 | -6 | -2 | -3 | -4 | 9 | 11 | 3 | ·
> Cc1cccc(NCc2ccc([N+](=O)[O-])s2)c1
  6 | -3 | -3 | -1 | -1 | 8 | 3 | 3 | 1 | 0
> Nc1c(Cl)c(Cl)nc(C(=O)OCC(=O)NCc2ccccc2)c1Cl
  -1 | -1 | -3 | -4 | -2 | -2 | 5 | 3 | -2 | 6
> CCC(C)(C)NC(=O)CN(C(=O)CNS(=O)(=O)c1ccc(F)cc1)c1ccc2c(c1)OCCO2
  3 | 2 | -3 | -1 | 7 | 0 | -7 | -12 | 5 | 2
> O=C(NNC(=O)c1cc([N+](=O)[O-])ccc1Cl)c1cccnc1
  0 | 2 | 4 | 6 | 3 | 0 | -1 | -2 | 4 | -5
> O=C(N/N=C/c1ccc(O)cc1O)C1CC1
  · | 1 | -3 | 3 | -4 | -5 | -2 | 4 | 0 | -6
> COc1ccc(OC)c(-c2cc(C(=O)N3CCN(c4ncccn4)CC3)c3ccccc3n2)c1
  -7 | 2 | 15 | -5 | -2 | -8 | 3 | -2 | -6 | 1
> CC(C)Oc1ccc(CN=C(N)N=C(N)N)cc1Cl
  0 | -1 | 0 | 0 | -4 | 6 | 7 | 3 | 5 | 3
> COc1ccc(NC(=O)CSc2nccn2Cc2ccco2)cc1OC
  6 | -1 | -3 | -1 | -2 | -2 | -5 | -5 | 2 | 3
> CCOc1ccc(-c2nc(N)ncc2-c2ccc(Cl)cc2)c(O)c1
  -30 | -1 | -7 | -5 | 4 | -8 | 9 | 0 | 4 | -11

By substructure, those above containing fluorine
Second line of a record – HTRA1 inhibitor | UHRF1 MBD2 ctr | GC-A act | GC-B act | PRMT1 FP inh | mABHD4 FP | rCAG binder | SIAE inh | MBD2 inh | TCR-CD3 inh
> Fc1ccc(-c2ccc(Nc3cccc(F)c3)nn2)cc1
  -5 | 1 | -4 | -2 | 0 | 5 | 2 | -9 | -1 | 3
> N#CCCN(C(=O)COc1ccc(F)cc1Br)c1ccccc1F
  -3 | 1 | -6 | -9 | 5 | -5 | -6 | -1 | -4 | -6
> COC(=O)Cn1cnc2c(nnn2-c2ccc(F)cc2)c1=O
  1 | 7 | 0 | 0 | 8 | -14 | 1 | 2 | 1 | -6
> O=C(c1cccc(F)c1)N1CCCc2ccccc21
  2 | -1 | 3 | 0 | -3 | -1 | -3 | -2 | 1 | 3
> CCOC(=O)N1CCC(NC(=O)c2cnn3c(C(F)(F)F)cc(-c4cccc(OC)c4)nc23)CC1
  · | -2 | · | · | -5 | -15 | -1 | 0 | 2 | -2
> O=C(Nc1ccon1)c1ccccc1F
  4 | -1 | 5 | 2 | 1 | 4 | -1 | 8 | 13 | -5
> CCC(C)(C)NC(=O)CN(C(=O)CNS(=O)(=O)c1ccc(F)cc1)c1ccc2c(c1)OCCO2
  3 | 2 | -3 | -1 | 7 | 0 | -7 | -12 | 5 | 2

Two entries drawn at random from the list so far:
Second line of a record – HTRA1 inhibitor | UHRF1 MBD2 ctr | GC-A act | GC-B act | PRMT1 FP inh | mABHD4 FP | rCAG binder | SIAE inh | MBD2 inh | TCR-CD3 inh
> CCOc1ccc(-c2nc(N)ncc2-c2ccc(Cl)cc2)c(O)c1
  -30 | -1 | -7 | -5 | 4 | -8 | 9 | 0 | 4 | -11
> CC(C)Oc1ccc(CN=C(N)N=C(N)N)cc1Cl
  0 | -1 | 0 | 0 | -4 | 6 | 7 | 3 | 5 | 3

Only part of the results is shown; the hit share may differ from the screen's.
